Source: PubChem BioAssay (National Center for Advancing Translational Sciences (NCATS))
PTHR1 ag: agonists of human PTHR1 parathyroid hormone receptor | HEK293 GP2 PTHR1 cells, GloSensor cAMP luminescence, 1 h | Potency, µM (series often up to 115 µM), for inactives: at the highest dose activation, actives largely listed as activators | actives 0.075% (n = 410,000); also: potency is read from the fitted curve at half-maximal effect; nearly all actives have a fitted effect of over 55% in size; some results filed as inactive show a strong effect at the top dose; inactives centre near -15; many of its hits are not listed in these tables
Target sequence (Q03431 whole entry, looked up): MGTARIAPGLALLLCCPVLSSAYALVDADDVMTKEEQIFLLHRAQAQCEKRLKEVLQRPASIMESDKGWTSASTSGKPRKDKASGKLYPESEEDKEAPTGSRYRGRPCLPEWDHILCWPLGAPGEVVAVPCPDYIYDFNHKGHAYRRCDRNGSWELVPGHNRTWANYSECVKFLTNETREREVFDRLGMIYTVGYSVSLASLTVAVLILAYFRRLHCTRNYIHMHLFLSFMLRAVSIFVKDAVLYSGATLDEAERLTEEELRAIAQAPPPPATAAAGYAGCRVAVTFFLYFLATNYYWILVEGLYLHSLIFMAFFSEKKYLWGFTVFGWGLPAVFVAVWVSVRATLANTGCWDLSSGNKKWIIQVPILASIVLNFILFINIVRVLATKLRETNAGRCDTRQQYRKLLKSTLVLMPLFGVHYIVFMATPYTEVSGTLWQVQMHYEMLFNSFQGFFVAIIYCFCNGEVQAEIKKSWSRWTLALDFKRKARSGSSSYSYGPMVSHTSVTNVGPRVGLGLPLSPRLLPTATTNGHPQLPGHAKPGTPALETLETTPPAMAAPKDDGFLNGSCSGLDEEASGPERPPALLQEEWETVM
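HEK-293-derived GP2 cells expressing PTHR1 and a GloSensor cAMP reporter, 3,000/well, plated overnight, given luciferin plus IBMX (each 0.5 mM as added) for 1 h at 37 °C, then compound for 1 h at 37 °C. Luminescence was read after 15 min at room temperature.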
KB-V1 MDR tox: kills drug-selected multidrug resistant KB-V1 cells; KB-V1 MDR cells viability, CellTiter-Glo, 72 h; Potency, µM (series often up to 46.1 µM), without a hit: at the top dose activity change, negative = cytotoxicity, usual class: cytotoxic; actives 3.4% (n = 400,000); AID 1347076; also: potency is read from the fitted curve at half-maximal effect; % is scaled to controls: 0 for no effect and ±100 for the full control effect; nearly all actives have a fitted effect of over 60% in size
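KB-V1 cells (P-gp-expressing MDR subline of KB-3-1) in phenol-red-free DMEM with 10% FBS were exposed to library compounds over a concentration series for 72 h at 37 degrees C. Viability read by CellTiter-Glo luminescence; concentration-effect curves fitted after normalization.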
GLP1R cytotox: cytotoxicity counter-screen for GLP-1 receptor inverse agonists. Potency, µM (highest dose often 38.3 µM), for inactives: at the highest dose activity change, negative = inhibition, usual class: inhibitors. HEK293 cAMP-luciferase reporter cells, luminescence, 24 h. actives 0.13% (n = 410,000);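 also: loss of luciferase light is scored as toxicity; potency is read from the fitted curve at half-maximal effect; % is scaled to controls: 0 for no effect and ±100 for the full control effect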
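Compound-treated cells are incubated 24 hr at 37 deg C under 5% CO2 after a 12 hour attachment period, then luciferase detection reagent is added and luminescence is measured following 12 min at room temperature; lowered signal indicates toxicity.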
GLP1R inv ag: acts as inverse agonist at human GLP-1 receptor | P43220 | HEK293 GLP-1R CRE-luciferase, luminescence, 24 h; GLP-1R form is constitutively active | Potency, µM (titrated, usually from 38.3 µM), for the others: at the highest dose activity change, negative = inhibition, most hits filed as inhibitors | actives 1.6% (n = 410,000); also: potency is read from the fitted curve at half-maximal effect; % is scaled to controls: 0 for no effect and ±100 for the full control effect; nearly all actives have a fitted effect of over 55% in size
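Assay principle: reduced luminescence from a cAMP-responsive reporter in HEK293 cells co-expressing a constitutively active GLP-1R. Conditions: 24 hr compound incubation, 37 deg C, 5% CO2.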
D3 antag: blocks the human D3 dopamine receptor; D3R cells, DiscoveRx beta-arrestin luminescence, antagonist mode; active compounds read low; AID 652054; max response, negative = inhibition, %; actives 2.5% (n = 360,000); P35462; in the data active = max response below about -50%; inconclusive = no clear call, values can overlap the other calls; also: % is scaled to controls: 0 for no effect and ±100 for the full control effect; mostly tested at two doses, the higher about 12 µM
Target sequence (P35462 whole entry, looked up): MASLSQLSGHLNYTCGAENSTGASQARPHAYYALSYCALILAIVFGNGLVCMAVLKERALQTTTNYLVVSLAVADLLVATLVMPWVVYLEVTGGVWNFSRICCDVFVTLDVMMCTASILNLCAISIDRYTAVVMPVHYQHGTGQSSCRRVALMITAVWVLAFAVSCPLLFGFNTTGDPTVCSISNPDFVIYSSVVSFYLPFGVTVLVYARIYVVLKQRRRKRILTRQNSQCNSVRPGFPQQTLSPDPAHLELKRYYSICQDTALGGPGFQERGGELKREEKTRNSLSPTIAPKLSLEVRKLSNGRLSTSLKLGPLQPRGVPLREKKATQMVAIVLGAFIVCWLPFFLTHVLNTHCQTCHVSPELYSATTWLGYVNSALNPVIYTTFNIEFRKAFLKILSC
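Cells plated overnight at 1500 cells/well, then exposed to library compounds with dopamine controls for 90 minutes at 37 degrees C. DiscoveRx reagent added for 30–60 minutes at room temperature; luminescence read, quantitative HTS format.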
DRD3 agonist: agonists of human D3 dopamine receptor. P35462. D3R DiscoveRx beta-arrestin cells, luminescence, 90 min. max activation, %. actives 0.58% (n = 410,000); in the data active = max activation above about 30%; also: 0% is about no effect; mostly tested at two doses, the higher about 12 µM
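Agonist-mode cell screen: cells plated at 1500/well and incubated overnight at 37 °C, then exposed to library compounds for 90 min at 37 °C. Detection reagent was added for 30–60 min at room temperature, and luminescence was read.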
GLP-1R agonist: GLP-1 receptor (human) agonism; P43220; HEK293 GLP-1R CRE-luciferase, luminescence, 4-6 h; cells express a hypersensitive GLP-1R form; Potency, µM (top dose mostly 45.6 µM), without a hit: top-dose activation, actives largely listed as activators; actives 0.007% (n = 380,000); also: potency is read from the fitted curve at half-maximal effect; % of control where 0% means no effect
TDP-43 yeast inh: TDP-43 toxicity inhibition in yeast; Potency, µM (top dose mostly 46.1 µM), for the others: at the top dose growth rescue (activation), most hits filed as activators; AID 652104; actives 1.8% (n = 410,000); TDP-43 expressing yeast growth rescue, BacTiter-Glo, 24 h; also: potency is read from the fitted curve at half-maximal effect; % of control where 0% means no effect; nearly all actives have a fitted effect of over 50% in size
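Growth rescue of TDP-43-toxic yeast measured as ATP luminescence (BacTiter-Glo). Cells grown to mid-log in raffinose, induced in galactose at OD600=0.02, exposed to compound 24 hr at 30 deg C.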
aSyn rescue: inhibitors of alpha-synuclein toxicity in yeast | Yeast expressing alpha-synuclein, growth rescue, BacTiter-Glo, 24 h | Potency, µM (doses to about 46.1 µM), for inactives: top-dose growth rescue (activation), hits mostly activators | actives 0.14% (n = 370,000); also: potency is read from the fitted curve at half-maximal effect; % of control where 0% means no effect; nearly all actives have a fitted effect of over 65% in size
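Readout is rescue of growth in alpha-synuclein-expressing yeast, so inhibitors of toxicity appear as activators. Growth after 24 hr at 30 deg C in galactose medium is quantified by luminescence.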
Numbers without * were called inactive; i = inactive; ? = inconclusive; . = not tested or not shown; [ ] = dose if it differs, or a comment. Unless noted, calls follow the shape of the dose curve; as a rule, active = well fitted curve in the direction sought with a large enough effect; inconclusive = small, poorly fitted or top-dose-only effect, or another doubt; inactive = no such curve, though single readings can be large; an effect the other way counts as inactive or inconclusive. These rows are one share of the data. The share of hits here may be higher or lower than overall.

#	molecule	PTHR1 ag	KB-V1 MDR tox	GLP1R cytotox	GLP1R inv ag	D3 antag
1	Cc1ccc(S(=O)(=O)NCCSc2nncn2C)cc1	-10%	-2%	-5%	17%	13
2	CCCCCSc1nnc(C)c(=O)[nH]1	i	17%	-1%	16%	-4
3	Oc1ccc(N2CCN(c3nnnn3-c3ccccc3)CC2)cc1	-11%	?	-26%	?	0
4	O=C(/C=C/c1cccc([N+](=O)[O-])c1)NCc1cccnc1	i	0%	9%	8%	-24
5	CCCC(=O)N1CCC1(C)C(=O)Nc1ccc(OC(F)F)cc1 (stereo unspecified)	-24%	1%	4%	19%	-9
6	COC(C)(C)[C@H](O)COc1c2ccoc2cc2oc(=O)ccc12	-8%	-15%	7%	17%	25
7	CN(CCc1ccccn1)C(=O)c1ccc(OC(F)(F)F)cc1	i	0%	-1%	1%	?
8	CCOc1ccc(S(=O)(=O)N2CCCC2)cc1	i	-3%	4%	8%	3

#	DRD3 agonist	GLP-1R agonist	TDP-43 yeast inh	aSyn rescue
1	5	6%	-13%	4%
2	-16	-2%	-13%	1%
3	0	3%	-3%	0%
4	-3	3%	-4%	-2%
5	0	-1%	23%	-1%
6	-1	4%	-3%	-1%
7	-18	-2%	.	-3%
8	13	7%	-3%	10%

New compounds follow:
#	molecule	PTHR1 ag	KB-V1 MDR tox	GLP1R cytotox	GLP1R inv ag	D3 antag
9	Cc1oc2ccc(NS(=O)(=O)c3ccc(C(C)(C)C)cc3)cc2c1C(=O)Nc1ccccc1	-10%	0%	-2%	-9%	-24
10	COC(=O)/C(=C/c1ccc(F)cc1)NC(C)=O	-5%	0%	5%	-8%	?
11	CC(C)NC(=O)C1CCCN(c2ncnc3c2nc2n3CCCCC2)C1 (stereo unspecified)	i	?	-1%	5%	.
12	CCCNC(=O)c1cc(S(=O)(=O)N2CCc3ccccc32)ccc1F	i	?	6%	-28%	-16
13	Cc1ccsc1C(=O)OCC(=O)NCc1ccccc1	-21%	22%	5%	-23%	-11
14	O=C1CC(NCc2ccccc2)C(=O)N1c1ccc(F)cc1 (stereo unspecified)	i	23%	2%	1%	18
15	O=C(Nc1ccccc1)N1CCC(O)(c2cccc(C(F)(F)F)c2)CC1	-77%[inhibitor]	-17%	-12%	?	?
16	Cc1cc(C)nc(N/N=C/c2ccncc2)n1	i	0%	-6%	34%[activator]	-3

#	DRD3 agonist	GLP-1R agonist	TDP-43 yeast inh	aSyn rescue
9	-6	-3%	10%	-1%
10	5	-2%	-7%	-8%
11	-12	.	13%	.
12	1	4%	-38%[inhibitor]	1%
13	3	10%	0%	11%
14	4	-2%	29%	2%
15	-16	9%	-28%[1.82 µM]	-1%
16	2	2%	-1%	0%

Carrying on.
#	molecule	PTHR1 ag	KB-V1 MDR tox	GLP1R cytotox	GLP1R inv ag	D3 antag
17	Clc1cccc(OCCN2CCOCC2)c1	i	2%	9%	-3%	-66*
18	Cc1ccc(OCC(=O)Nc2cccc(S(=O)(=O)N3CCCCC3)c2)c([N+](=O)[O-])n1	-8%	-21%	-16%	10%	8
19	O=C(CCNS(=O)(=O)c1cccc(C(F)(F)F)c1)NC1CC1	-16%	?	3%	0%	6
20	CCN1C(=O)CC(C(=O)OC)=C1C	-7%	-2%	4%	10%	16
21	CCCN(C)C1CN(Cc2cn(Cc3ccccc3)nn2)S(=O)(=O)C1 (stereo unspecified)	2%	6%	0%	19%	-3
22	CCCOc1ccc(S(=O)(=O)NCCN2CCOCC2)c2ccccc12	i	-8%	7%	-20%	-22
23	CSc1cc(C)n(-c2ccccc2C)c(=S)c1C(C)=O	i	6%	-10%	18%	9
24	CCc1c(C)c2ccc(OCC(=O)N(C)C)c(C)c2oc1=O	-22%[57.5 µM]	10µM*	-10%	10%	21

#	DRD3 agonist	GLP-1R agonist	TDP-43 yeast inh	aSyn rescue
17	4	7%	0%	-5%
18	-1	25%	8%	-5%
19	-4	5%	24%	2%
20	1	14%	6%	-4%
21	-3	-1%	-3%	3%
22	-14	?	-3%	-1%
23	1	21%	?	0%
24	12	10%	-8%	-13%

Taken from above:
cpd 19 – PTHR1 ag: -16%
cpd 22 – D3 antag: -22
cpd 23 – GLP1R inv ag: 18%
cpd 18 – D3 antag: 8

Back to the main list with the two entries that preceded the break.
#	molecule	PTHR1 ag	KB-V1 MDR tox	GLP1R cytotox	GLP1R inv ag	D3 antag
23	CSc1cc(C)n(-c2ccccc2C)c(=S)c1C(C)=O	i	6%	-10%	18%	9
24	CCc1c(C)c2ccc(OCC(=O)N(C)C)c(C)c2oc1=O	-22%[57.5 µM]	10µM*	-10%	10%	21
25	CN1c2ccccc2C(=O)NC1c1ccc([N+](=O)[O-])s1 (stereo unspecified)	-28%	-24%	5%	-3%	8
26	Cc1nc(-c2cccc(NC(=O)c3ccc(Br)o3)c2)cs1	-10%	-5%	-5%	?	-3
27	CCOC(=O)c1sc2nc(C)cc(C)c2c1N	-1%[57.5 µM]	-13%	8%	39%	26
28	O=[N+]([O-])c1cc(/C=N/O)ccc1SCc1ccccc1	-23%	-14%	-8%	0%	-21
29	O=C(CCS(=O)(=O)c1ccc2c(c1)NC(=O)CO2)NCc1ccccc1	-3%	8%	-1%	-9%	-6
30	C=CCNC(=O)COC(=O)c1cc(S(=O)(=O)N2CCCCC2)ccc1Cl	i	3%	18%	-20%	17
31	Cc1c(C=O)c(=O)n(-c2ccccc2)n1C	-19%	0%	-20%	21%	7
32	CC(C)c1nc(CNC(=O)C2CCC(=O)N(CCc3ccc(Cl)cc3)C2)no1 (stereo unspecified)	i	.	5%	-7%	3

#	DRD3 agonist	GLP-1R agonist	TDP-43 yeast inh	aSyn rescue
23	1	21%	?	0%
24	12	10%	-8%	-13%
25	11	12%	9%	3%
26	-6	-4%	11µM*	-9%
27	0	?	?	14%
28	-3	13%	19%	-11%
29	4	-3%	1%	-11%
30	-2	3%	-3%	2%
31	7	5%	15%	0%
32	0	1%	11%	3%

(cont.)
#	molecule	PTHR1 ag	KB-V1 MDR tox	GLP1R cytotox	GLP1R inv ag	D3 antag
33	CCOc1ccc(NC(=O)Cn2sc3nc(C)cc(C)c3c2=O)cc1	-10%	-7%	-4%	40%	0
34	CCN(CC)Cc1c(C(=O)N/N=C/c2cccc3ccccc23)nnn1-c1nonc1N	-23%	1%	8%	?	-8
35	COCCN(Cc1ccccc1)C(=O)Cc1ccc(S(=O)(=O)N2CCOCC2)s1	i	-5%	3%	-3%	-18
36	CC1OC(COCc2ccccc2)Cc2[nH][nH]c(=O)c21 (stereo unspecified)	3%	29%	2%	10%	8
37	CCOC(=O)Cc1ccc(NC(=O)c2ccccc2Br)cc1	-11%	14%	-9%	?	8
38	Cn1c(C2CCCCC2)nc2ccccc21	-35%[inhibitor]	0%	-3%	?	-2
39	CCOC(=O)NN1C(=O)c2ccccc2NC1c1ccc(OC)cc1 (stereo unspecified)	i	3%	5%	9%	33
40	Cc1ccc(Cn2c(=O)c3ccccc3n3c(CCC(=O)NCCN4CCOCC4)nnc23)cc1	?	?	9%	19%	-17

#	DRD3 agonist	GLP-1R agonist	TDP-43 yeast inh	aSyn rescue
33	0	1%	-89%[inhibitor]	-39%[inhibitor]
34	-6	11%	-10%	-1%
35	-4	3%	7%	-3%
36	-3	-1%	9%	-2%
37	0	17%	9%	2%
38	1	-2%	3%	-8%
39	2	-2%	18%	6%
40	-6	-9%	-18%	-4%

Values by screen from the list:
Compounds 33–40 in GLP1R cytotox: -4%, 8%, 3%, 2%, -9%, -3%, 5%, 9%

Next part
#	molecule	PTHR1 ag	KB-V1 MDR tox	GLP1R cytotox	GLP1R inv ag	D3 antag
41	C[C@@H]1CN([C@@H](C)CO)C(=O)CCCn2nncc2CO[C@H]1CN(C)Cc1ccccc1	-23%	0%	-23%	16%	17
42	CCc1nnc2n1N=C(c1ccc(Br)cc1)CS2	i	-4%	-6%	47%[activator]	-23
43	CC(C)CC(c1nnnn1Cc1ccccc1)N1CCN(C(=O)c2ccco2)CC1 (stereo unspecified)	i	0%	-16%	-10%	32
44	Clc1ccc(-c2nc3c4ccccc4ccn3c2Cc2ccccc2)cc1	-40%	3%	-2%	-11%	-10
45	COc1ccc(C)cc1NC(=O)Cn1c(=O)c(C(F)(F)F)nc2ccccc21	-39%[inhibitor]	11%	7%	-1%	.
46	Cc1nc(-c2cccc(NC(=O)c3cccs3)c2)cs1	14%	0%	-2%	?	-7
47	O=C(NCCCn1cccn1)c1cc(COc2ccc(F)cc2Cl)on1	-17%	7%	13%	-8%	-8
48	Cc1c(OC(C)C(=O)NCc2ccccn2)ccc2c3c(c(=O)oc12)CCC3 (stereo unspecified)	-23%	-12%	-6%	82%[activator]	2
49	Cc1ccc(C(C(=O)NCc2ccccc2)N(C(=O)c2csnn2)C2CC2)cc1 (stereo unspecified)	0%	-18%	-11%	?	2

#	DRD3 agonist	GLP-1R agonist	TDP-43 yeast inh	aSyn rescue
41	5	7%	0%	-22%
42	-5	7%	22%	-1%
43	-10	2%	2%	-9%
44	-16	0%	25%	2%
45	9	.	16%	.
46	-4	11%	?	-3%
47	1	3%	15%	1%
48	5	23%	17%	0%
49	-13	2%	-6%	0%
